NPSR antag – antagonists of human neuropeptide S receptor cAMP signaling; hit rate 1% among 220,000; AID 1461; Potency, µM (top dose mostly 38.3 µM), inactives show top-dose activity change, negative = inhibition, hits mostly inhibitors; Q6W5P4; CHO-NPSR cells, cAMP TR-FRET, antagonist mode; further: on the % scale 0 is the no-effect control and ±100 the full control effect; nearly all actives have a fitted effect of over 50% in size; many of its hits are not listed in these tables
RECQ1 helicase – inhibitors of human RECQ1 DNA helicase; AID 2549; P46063; Potency, µM (doses to about 57.3 µM), without a hit: top-dose activity, negative = inhibition, usual class: inhibitors; hit rate 0.54% among 240,000; RECQ1 DNA unwinding, red fluorescence kinetic read;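 further: plate controls were vehicle for no effect and no enzyme for full effect; nearly all actives have a fitted effect of over 30% in size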
Target sequence (P46063 whole entry, looked up): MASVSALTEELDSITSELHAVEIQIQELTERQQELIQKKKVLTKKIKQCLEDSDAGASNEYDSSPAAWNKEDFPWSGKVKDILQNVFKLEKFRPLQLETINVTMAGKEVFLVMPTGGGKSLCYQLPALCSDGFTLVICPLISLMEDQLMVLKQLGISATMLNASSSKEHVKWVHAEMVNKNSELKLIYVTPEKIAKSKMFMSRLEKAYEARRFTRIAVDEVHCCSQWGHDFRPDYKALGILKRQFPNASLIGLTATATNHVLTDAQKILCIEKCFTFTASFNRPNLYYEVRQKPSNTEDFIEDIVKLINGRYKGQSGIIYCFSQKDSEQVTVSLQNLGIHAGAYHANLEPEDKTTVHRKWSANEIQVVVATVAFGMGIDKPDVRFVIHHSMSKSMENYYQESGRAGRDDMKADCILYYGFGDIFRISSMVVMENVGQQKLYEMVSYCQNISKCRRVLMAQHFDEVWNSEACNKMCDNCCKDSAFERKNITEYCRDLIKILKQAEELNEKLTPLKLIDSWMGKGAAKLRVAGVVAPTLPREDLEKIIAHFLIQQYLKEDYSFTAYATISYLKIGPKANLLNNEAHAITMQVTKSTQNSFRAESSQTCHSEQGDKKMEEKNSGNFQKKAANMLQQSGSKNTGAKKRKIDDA
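50 nM RECQ1T1 preincubated 15 min with compound in Tris pH 8.0 buffer with MgCl2, DTT, Tween-20 and 2.5 ug/ml poly(dI-dC); started with 200 nM TAMRA/BHQ-2 forked duplex and 2 mM ATP. Unwinding read as fluorescence (525/598 nm), two reads 2 h apart.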
KDM4E inh – inhibitors of human JMJD2E histone demethylase; B2RXH2; JMJD2E catalytic domain, FDH-coupled NADH fluorescence (FDH is formaldehyde dehydrogenase); Potency, µM (highest dose often 57.1 µM), inactives show at the highest dose activity change, negative = inhibition, actives largely listed as inhibitors; hit rate 1.6% among 230,000; active means well fitted inhibition curve with a large enough effect, not every such curve was filed as active; inconclusive means small, poorly fitted or top-dose-only effect, or another doubt; inactive means no such curve, though single readings can be large or run the other way;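 further: 0% = wells with enzyme and -100% = buffer wells without enzyme; nearly all actives have a fitted effect of over 50% in size; many of its hits are not listed in these tables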
KinaseGlo FLuc – Kinase-Glo luciferase inhibition (counter-screen) | Potency, µM (series often up to 38.3 µM), for the others: top-dose activity change, negative = inhibition, most hits filed as inhibitors | Kinase-Glo luciferase, ATP luminescence, 8 min | hit rate 0.28% among 200,000 | Q27757; further: on the % scale 0 is the no-effect control and ±100 the full control effect; nearly all actives have a fitted effect of over 60% in size
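Recombinant Kinase-Glo luciferase, 10 uM ATP (linear range), luciferin; imidazole pH 7.2 / KCl / MgCl2 / Tween / BSA buffer; 8 min RT; luminescence.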
SMN2 splice enh – increases expression of the SMN2 splice variant; HEK293 SMN2-luciferase splicing reporter, luminescence, 30-36 h; Potency, µM (titrated, usually from 46.1 µM), for the others: at the highest dose activity change, positive = activation, hits mostly activators; hit rate 2.8% among 210,000; further: % of control where 0% means no effect; nearly all actives have a fitted effect of over 55% in size
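HEK293 cells carry an SMN2 minigene-luciferase reporter in which exon 7 inclusion puts luciferase in frame. Cells were seeded at 2000 cells/well, attached for 10-12 hours, then exposed to compounds for 30-36 hours at 37C before ONE-Glo luminescence.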
Epigenetic derep – regulators of epigenetic silencing causing reporter derepression in mouse cells; murine LDR cells, GFP reporter derepression, 30 h; Potency, µM (highest dose often 53.9 µM), for inactives: at the highest dose GFP activation, actives largely listed as activators; hit rate 0.2% among 280,000; AID 1865; further: % of control where 0% means no effect; nearly all actives have a fitted effect of over 60% in size
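In this reporter-derepression format, murine cells bearing a silenced integrated CMV-GFP locus incubate with test compound (30 h, 37 C), then are washed and imaged; fluorescent objects of 20–120 um count as induced cells.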
GoLoco inh red – blocks human Gai1 binding to RGS12 GoLoco peptide, red readout. hit rate 0.44% among 230,000. Gai1:RGS12 GoLoco peptide FP, rhodamine, 10 min. AID 880. P63096. Potency, µM (highest dose often 61.6 µM), for inactives: at the top dose activity, negative = inhibition, hits mostly inhibitors; active means well fitted inhibition curve with a large enough effect, not every such curve was filed as active; inactive means no such curve, though single readings can be large or run the other way; further: on the % scale 0 is the no-effect control and ±100 the full control effect; nearly all actives have a fitted effect of over 30% in size; many of its hits are not listed in these tables
Target sequence (P63096 whole entry, looked up): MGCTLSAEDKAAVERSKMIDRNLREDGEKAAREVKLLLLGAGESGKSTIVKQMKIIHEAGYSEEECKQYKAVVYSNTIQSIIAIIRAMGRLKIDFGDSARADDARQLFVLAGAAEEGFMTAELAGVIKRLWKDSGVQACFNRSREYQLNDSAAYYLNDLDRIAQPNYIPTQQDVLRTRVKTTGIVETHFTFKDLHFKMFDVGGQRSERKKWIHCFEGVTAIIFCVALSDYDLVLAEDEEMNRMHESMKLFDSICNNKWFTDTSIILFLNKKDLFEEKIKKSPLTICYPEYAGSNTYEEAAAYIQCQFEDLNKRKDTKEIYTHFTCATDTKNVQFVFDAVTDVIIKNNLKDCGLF
IMPase Li cell – cell-permeable IMPase inhibitors with lithium potentiation; AID 1457; CHO-M1 cells, IP1 TR-FRET (IP-One), carbachol + lithium; hit rate 0.35% among 210,000; Potency, µM (series often up to 59.4 µM), for inactives: top-dose activity, negative = IMPase inhibition, usual class: inhibitors;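 further: IP1 builds up when IMPase is blocked and the TR-FRET signal falls; plate controls were basal vehicle for no effect and high inhibitor control for full effect; nearly all actives have a fitted effect of over 50% in size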
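Readout is a homogeneous TR-FRET IP1 immunoassay (Ex 320, Em 665 and 620), where raised cytosolic IP1 lowers signal. Cells were CHO-M1 treated 30 min at 37C with test compounds plus a little lithium; AC50 values came from Hill-equation fitting.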
Active calls of the source: *; i = inactive; ? = inconclusive; / = not tested or not shown; & = joins results of further samples; [ ] = remark or other dose. Unless noted, the call rests on the fitted dose curve; in most records, active means well fitted curve in the direction sought with a large enough effect; inconclusive means small, poorly fitted or top-dose-only effect, or another doubt; inactive means no such curve, though single readings can be large; an effect the other way counts as inactive or inconclusive. Potency means the concentration at half of the fitted maximal effect.

Order of results – Epigenetic derep	KinaseGlo FLuc	NPSR antag	GoLoco inh red	RECQ1 helicase	SMN2 splice enh	KDM4E inh	IMPase Li cell
Cc1cccc(NNC(N)=S)c1C
  0.0%	/	-3%	-2%	-19%	/	-2%	-5%
O=C(CSCc1c(F)cccc1Cl)NCC1CCCO1 (stereo not given)
  0.0%	-1%	0%[46.1 µM]	10%	-13%	9%	5%	-10%[38.3 µM]
CC1(C)Cc2c(sc3nnn(Cc4ccccc4)c(=O)c23)CO1
  -2.2%	-6%	18%	-5%	3%	/	9%	18%
O=C(O)COc1ccc(Cl)cc1CO
  -1.7%	1%	2%[46.1 µM]	12%	-2%	-1%	0%	-1%[38.3 µM]
O=C(O)c1ccc(NCc2nc3cc4ccccc4cc3[nH]2)cc1
  /	-4%[7.66 µM]	/	3%[14.2 µM]	/	-10%[9.22 µM]	/	-2%
COC(=O)c1c(NC(=O)CC2SC(N)=NC2=O)sc2c1CCC(C)C2 (stereo not given)
  0.0%	-2%	5%	1%	-4%	-18%	-9%	-6%
C1CCC(OCCN2CCN(CCOC3CCCCC3)CC2)CC1
  -1.2%	-4%	22%[46.1 µM]	8%	0%	-16%	0%	12%[38.3 µM]
CCCCCCN(CCCCCC)C(=O)Cc1c(-c2ccc(Cl)cc2)[nH]c2ccc(Cl)cc12
  1.1%&-0.4%	0%	/	-2%&-5%	16%&-6%	-33%[inhibitor]	?	-12%&3%
Cc1cc(NC(=O)CCC2CCCC2)no1
  -1.0%	3%	-1%[46.1 µM]	1%	-5%	4%	-4%	17%[38.3 µM]
CCc1ccc(NC(=O)CC2C(=O)N(c3ccc(C)cc3)C(=O)N2C2CC2)cc1 (stereo not given)
  2.6%	1%	-2%	-1%	12%	6%	17%	-1%
O=C(CCN1C(=O)CSC1=O)Nc1ccc(Br)cc1
  -0.8%	2%	0%[46.1 µM]	5%	-3%	-17%	3%	-1%
O=C(O)c1ccc(NS(=O)(=O)/C=C/c2ccccc2)cc1O
  -0.9%	5%	19%[46.1 µM]	-8%	11%	20%	?	12%[38.3 µM]
Nc1ccc(S(=O)(=O)c2ccc(Cl)cc2)cc1
  0.8%	17%	3%[46.1 µM]	2%	-1%	-8%	-1%	20%[38.3 µM]
CCC(=O)Nc1sc(Cc2ccccc2)c(C)c1C(N)=O
  -1.0%	2%	35%	8%	-2%	/	?	11%
CCOC(=O)C1CCN(C(=O)/C=C/c2cc(OC)c(OC)c(OC)c2)CC1
  0.0%	4%	10%	0%	-4%	6%	?	2%

Order of results – Epigenetic derep	KinaseGlo FLuc	NPSR antag	GoLoco inh red	RECQ1 helicase	SMN2 splice enh	KDM4E inh	IMPase Li cell
O=[N+]([O-])c1ccc(N2CCN(C(=S)Nc3cccc(F)c3)CC2)cc1
  4.5%	4%	-27%	20%	5%	-22%	-8%	21%
O=C(CCn1c2c(c3ccccc31)CCCC2)NNC(=O)c1ccc(Cl)c([N+](=O)[O-])c1
  0.0%	1%	-5%	5%	-2%	-1%	1%	3%
CC(=O)Nc1ccc(S(=O)(=O)N2CCC(NC(=O)C(Cc3cccn3C)NC(C)=O)CC2)cc1 (stereo not given)
  1.9%	0%	1%[46.1 µM]	3%	-16%	7%	-5%	-2%[38.3 µM]
O=C(c1cccc2ccccc12)N1CCN(CC2CC=CCC2)CC1 (stereo not given)
  0.0%	-1%	-17%[46.1 µM]	-8%	-5%	-2%	?	32%[38.3 µM]
CO/N=C/NC(=O)c1ccc([N+](=O)[O-])c(CS(=O)(=O)c2ccc(Cl)cc2)c1
  -1.0%	-3%	-2%[46.1 µM]	2%	-2%	-21%	-1%	1%[38.3 µM]
CCN1CCCC1CNC(=O)CSc1cc(=O)n(C)c2cc(Cl)ccc12 (stereo not given)
  0.0%	/	?	/	1%	/	3%	/
CCOc1ccc(C(=O)OCC(=O)Nc2cc(C)on2)cc1OCC
  -0.8%	-2%	?	6%	-6%	-1%	-5%	i
Cc1ccc(C)c(SCC(=O)Nc2nnc(-c3ccccc3)o2)c1
  1.8%	0%	-7%[46.1 µM]	3%	i	-7%	-3%	15%[38.3 µM]
Cc1nnc(SCc2cc(=O)[nH]c(Nc3nc(C)c4cc(C)c(C)cc4n3)n2)s1
  0.0%	-1%	4%	4%	-6%	/	12%	15%
CC(C)NC(=O)c1ccc2c3n(nc2c1)-c1ccc(Cl)cc1CO3
  -2.4%	/	-1%	13%	i	/	?	/
COc1ccc(OC)c(S(=O)(=O)N2CCN(C)CC2)c1
  -0.2%	-5%	17%[46.1 µM]	-8%	-2%	-15%	-10%	-20%[38.3 µM]
CN1CCN(CCC(=O)N/N=C/c2cc([N+](=O)[O-])ccc2OC(F)F)CC1
  0.2%	0%	11%	7%	-13%	1%	-1%	14%
Cn1c(=O)c2cc(S(=O)(=O)NC(C(=O)NCc3cccnc3)c3ccccc3)ccc2n(C)c1=O (stereo not given)
  -0.2%	1%	-12%[46.1 µM]	-12%	-3%	16%	-4%	0%[38.3 µM]
COc1ccc(NC(=S)N/N=C/c2ccc(F)cc2)cc1OC
  2.9%	3%	-25%	5%	-4%	?	-8%	-5%
O=S(=O)(NC1CC2CCC1C2)c1ccc(Br)s1 (stereo not given)
  -0.2%	2%	?	12%	-3%	0%	-4%	24%[38.3 µM]

Order of results – Epigenetic derep	KinaseGlo FLuc	NPSR antag	GoLoco inh red	RECQ1 helicase	SMN2 splice enh	KDM4E inh	IMPase Li cell
Cc1ccc2c(c1)-c1c(ssc1=S)C(C)(C)N2C(=O)CSc1nncn1C
  2.9%	0%	-7%[46.1 µM]	1%	-3%	23%	0%	3%[38.3 µM]
O=C(NCc1ccco1)c1cnn2c1NC(c1ccc(Br)cc1)CC2C(F)(F)F (stereo not given)
  0.0%	3%	0%[46.1 µM]	-7%	-8%	15%	2%	6%
CCC(=O)NC(NCC1CCCO1)C(Cl)(Cl)Cl (stereo not given)
  1.0%	0%	8%[46.1 µM]	-3%	-4%	-2%	1%	2%[38.3 µM]
CCOC(=O)c1ccc2nc(NC(=O)c3cccs3)sc2c1
  -1.0%	-25%	-8%	1%	-6%	4µM*	?	6%
O=C(Nc1ccccc1)c1ccc(OC(=O)c2cc3ccccc3o2)cc1
  -0.7%	-4%	3%[46.1 µM]	-8%	i	1%	2%	?
CCOC(=O)CNC(=O)CSc1ncnc2c1cnn2Cc1ccccc1
  3.5%	0%	?	13%	-6%	0%	?	13%
COc1cc2c(cc1OC)CN(C(=O)c1ccc([N+](=O)[O-])o1)CC2
  0.8%	/	17%	17%	-3%	/	-8%	/
CCOC(=O)/C(C)=N/Nc1nc(-c2ccc(NC(C)=O)cc2)cs1
  4.7%	/	0%	12%	-5%	/	-17%	/
N#Cc1ccc(-c2csc(NC(=O)C3CC3)n2)cc1
  2.9%	-2%	-6%[46.1 µM]	3%	-10%	-11%	?	6%[38.3 µM]
N#CC(C#N)=Cc1cc2ccccc2nc1N1CCOCC1
  -1.6%	-1%	-25%	-27%	-6%	5%	2%	-4%
Cc1ccc(NC(=O)C/C(N)=N/O)cc1Cl
  1.1%	/	-1%[7.67 µM]	-3%	-4%	/	-5%	/
CN(Cc1ccccc1)S(=O)(=O)c1ccc(S(=O)(=O)N(Cc2ccc(F)cc2)C2CCCC2)cc1
  -2.1%	-3%	-15%[46.1 µM]	-3%	-1%	-25%	2%	9%[38.3 µM]
CSc1cnc2c(=O)[nH]c(=O)n(C)c2n1
  5.2%	-6%	7%	13%	-6%	31%	-2%	-4%
CNS(=O)(=O)c1cccc(C(=O)OCC(=O)c2cc3ccccc3o2)c1
  -0.4%	-1%	2%	19%	i	-1%	?	5%
COc1c(N2CCN(C(=S)Nc3ccccc3F)C(C)C2)c(F)cc2c(=O)c(C(=O)O)cn(C3CC3)c12 (stereo not given)
  1.1%	/	-52%	6%	-1%	/	?	/

Order of results – Epigenetic derep	KinaseGlo FLuc	NPSR antag	GoLoco inh red	RECQ1 helicase	SMN2 splice enh	KDM4E inh	IMPase Li cell
N#CCCN(Cc1cccnc1)C(=S)NCc1ccco1
  -4.0%	1%	-3%	-16%	0%	14%	?	12%
COc1cc(C2CC(=O)c3cnc(NC(=O)COc4ccccc4)nc3C2)cc(OC)c1OC (stereo not given)
  2.8%	11%	-15%[46.1 µM]	6%	-1%	-12%	-10%	-2%[38.3 µM]
COc1ccccc1CN1CCC2(CC1)CCN(S(C)(=O)=O)CC2
  /	-4%	/	1%	i	0%	/	9%
Nc1c(C(=O)c2ccccc2)oc2ccccc12
  1.8%	2%	-9%[46.1 µM]	6%	3%	-11%	-19%	13%[38.3 µM]
CS(=O)(=O)N1CCN(c2ccc(NC(=O)COc3ccccc3)cc2)CC1
  -0.1%	3%	7%	2%	i	2%	-1%	-11%
CC(=O)N=c1sc(C(C)(C)C)c(C)n1C
  1.5%	0%	3%[46.1 µM]	3%	i	-12%	15%	-8%[38.3 µM]
C=CCSc1nc2ccccc2c(=O)n1Cc1ccccc1
  -0.9%	-2%	-45%	12%	-13%	-22%	1%	14%
Cc1cccc(CN(C(=S)Nc2c(C)cccc2C)c2cccnc2)c1
  -1.1%	1%	-22%	7%	2%	-34%[inhibitor]	?	6%
COc1ccc2cc(C3CC(c4cccs4)=NN3C(C)=O)c(Cl)nc2c1 (stereo not given)
  -1.1%	/	-28%	0%	-10%	/	17%	/
CC(=O)N1CCC2(CCN(Cc3nccs3)CC2)CC1
  /	0%	/	-1%	-7%	-27%	/	8%
CCC/C(O)=C1\C(=O)CCCC1=NC(C)C(=O)O (stereo not given)
  3.9%	1%	-3%[46.1 µM]	2%	i	2%	1%	-13%[38.3 µM]
O=C(c1cnc2n(c1=O)CCS2)N(c1ccccc1)C1CCCCC1
  -3.2%	1%	-10%[46.1 µM]	-29%	i	-4%	-1%	3%[38.3 µM]
NC(=O)CC(c1ccccc1)c1ccco1 (stereo not given)
  -1.1%	-3%	-5%[46.1 µM]	-11%	-13%	-5%	-2%	-9%[38.3 µM]
N#C/C(=N\Nc1ccccc1[N+](=O)[O-])C(=N)N1CCCCC1
  0.2%	-12%	-20%	11%	-6%	3.2µM*	-5%	1%
c1ccc(CNc2ccnc(-c3ccoc3)n2)cc1
  5.3%	-3%	/	14%	-4%	-3%	?	9%

Screening results as filed in PubChem.

This is a subset; count on the stated rates, not on these rows.
